Compound activity deposited in PubChem by Broad Institute.
Cneo AK release: Cryptococcus neoformans lysis via adenylate kinase release; 360,000 compounds, 0.2% hits; AID 651654; C. neoformans lysis, adenylate kinase release luminescence, 4 h; normalised: neutral wells 0, clomiphene wells 100; lysis activity, % at 15 µM;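 active = mean lysis activity across replicates of at least 80%, whatever share of replicates individually reach that level; inactive = mean lysis activity below 80%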
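Assay system: C. neoformans cells. Amount: yeast cell density of 5 × 10^6 cells/mL. Technique: AK luminescence. Buffer or medium: YPD. Times: static 4 h at 37 °C with compound, 1 h detection. Dosing: single-point compound dose. Read-out: lysis from increased AK signal.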
ERp5 block: blocks human ERp5 reductase activity on insulin; ERp5 insulin aggregation, absorbance 650 nm, 90 min; inhibition, % at 9.99 µM; Q15084; 350,000 compounds, 0.05% hits;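 active = mean replicate inhibition above about 25%, with every replicate also reaching it, limit read from the data, passing the limit was not always enough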
Target sequence (Q15084 whole entry, looked up): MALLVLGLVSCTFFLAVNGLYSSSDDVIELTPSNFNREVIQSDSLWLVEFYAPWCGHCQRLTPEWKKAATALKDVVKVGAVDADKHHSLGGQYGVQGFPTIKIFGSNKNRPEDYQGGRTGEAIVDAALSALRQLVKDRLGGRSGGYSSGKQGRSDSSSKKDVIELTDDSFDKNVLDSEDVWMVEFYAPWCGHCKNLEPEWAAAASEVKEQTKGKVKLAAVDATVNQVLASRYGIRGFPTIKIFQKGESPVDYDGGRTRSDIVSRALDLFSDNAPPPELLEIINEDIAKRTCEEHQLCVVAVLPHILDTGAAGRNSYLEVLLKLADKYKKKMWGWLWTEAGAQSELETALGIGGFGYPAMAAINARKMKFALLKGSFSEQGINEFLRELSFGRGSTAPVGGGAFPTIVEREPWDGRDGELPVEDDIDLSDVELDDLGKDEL
Statin myotox sup: protects C2C12 myotubes from simvastatin toxicity | ATP luminescence, 48 h; scaled: DMSO 0, geranylgeraniol control 100 | rescue of ATP level, % at 7.49 µM | 330,000 compounds, 0.78% hits;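 active = mean ATP rescue above about 67%, or every replicate alone reaching that limit, limit read from the data, passing the limit was not always enough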;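 note: myotubes were challenged with 10 µM simvastatin during compound exposure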
ARNT-TACC3 inh: disrupts binding between human ARNT and TACC3; Q9Y6A5; inhibition, % at 9.99 µM; AID 623870; 390,000 compounds, 0.66% hits; AlphaScreen His-ARNT PAS-B/GST-TACC3 binding, luminescence; TACC3 fragment carries E629A point mutation;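 active = mean inhibition of replicates at least 50% and at least half of replicates each reaching 50%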;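 note: 0% = complete ARNT plus TACC3 wells and 100% = ARNT alone without TACC3; many hits fall short of the cut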
miR-122 sensor: inhibitors of miR-122 in Huh7 cells. Huh7 miR-122 Renilla luciferase sensor, 48 h; neutral wells = 0, positive control = 100. activation (reporter increase), % at 12.5 µM. 340,000 compounds, 0.3% hits. AID 602342;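 active = mean replicate activation score at least 90 and every replicate individually at or above 90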;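 note: higher luciferase means less miR-122 activity so hits act as miR-122 inhibitors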
SIRT5 inh: sirtuin-5 (human) deacylase inhibition; Q9NXA8; inhibition, % at 15 µM; 330,000 compounds, 1.1% hits; Purified SirT5, succinyl-peptide AMC, trypsin-coupled fluorescence; in the data active = inhibition above about 15%
Target sequence (Q9NXA8 whole entry, looked up): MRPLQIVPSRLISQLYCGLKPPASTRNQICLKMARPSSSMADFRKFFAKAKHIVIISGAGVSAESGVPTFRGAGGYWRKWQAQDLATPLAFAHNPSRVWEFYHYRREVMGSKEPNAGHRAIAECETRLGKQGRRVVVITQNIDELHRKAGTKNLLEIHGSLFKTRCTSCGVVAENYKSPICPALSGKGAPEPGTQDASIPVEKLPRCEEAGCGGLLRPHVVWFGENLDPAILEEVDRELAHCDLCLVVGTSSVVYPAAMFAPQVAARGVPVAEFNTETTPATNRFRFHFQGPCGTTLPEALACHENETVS
esBAF inh: blocks esBAF chromatin remodeling in mouse ES cells; Bmi1-luciferase knock-in reporter, 24 h; 100% = twice the neutral-well signal; reporter increase, % at 12.5 µM; 350,000 compounds, 2% hits; AID 602393; in the data active = activation above about 40%;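 note: 0% = median of the plate's neutral control wells and 100% = double that signal; a rise in the Bmi1 reporter signal indicates esBAF inhibition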
Active calls of the source: *; nt = no result given; & = joins results of further samples; [ ] = remark or other dose.

Key to letters – A = Cneo AK release; B = ERp5 block; C = Statin myotox sup; D = ARNT-TACC3 inh; E = miR-122 sensor; F = SIRT5 inh; G = esBAF inh
> COCC(=O)Nc1ccc2c(c1)[C@H]1C[C@@H](CC(=O)N[C@@H](C)c3ccccc3)O[C@H](CO)[C@H]1O2
  A: 6; B: 2; C: -8; D: 6; E: 4[16.7 µM]; F: 2; G: -2
> O=C1NCC(COCc2ccccc2)O1 (configuration not stated)
  A: 1; B: nt; C: -10; D: -2; E: -2; F: nt; G: 2
> CN(C(=O)CS(=O)(=O)c1cn(CC(=O)N2CCCC2)c2ccccc12)c1ccccc1
  A: -1; B: -2; C: 5; D: -11; E: nt; F: -1; G: 0
> Cc1cc(C(=O)NNC(=O)c2c(-c3c(Cl)cccc3Cl)noc2C)no1
  A: -1; B: 3; C: 0; D: -5; E: -8; F: -2; G: 4
> Cc1sc(NC(=O)C2CSC3(C)CCC(=O)N23)nc1-c1ccccc1 (configuration not stated)
  A: 0; B: 3; C: -36; D: nt; E: -5; F: 4; G: 7
> O=C(Nc1nc(-c2nc3ccccc3s2)cs1)C1COc2ccccc2O1 (configuration not stated)
  A: 4; B: 7; C: -21; D: -9; E: 1; F: 0; G: 23
> COC(=O)c1sccc1NC(=O)c1cccc(Cl)c1
  A: nt; B: 4; C: nt; D: -5; E: nt; F: -3; G: nt
> NS(=O)(=O)c1ccc(CNC(=O)c2ccc(S(=O)(=O)C(F)F)cc2)cc1
  A: 3; B: 0; C: -4; D: -8; E: -9; F: -6; G: -5
> CCCCCCn1c(CN2CCCC(C)C2)nc2c1c(=O)n(C)c(=O)n2C (configuration not stated)
  A: 1; B: nt; C: -4; D: -4; E: -3; F: nt; G: -3
> Cc1noc(C)c1NC(=O)Nc1ccc2c(c1)C(=O)N([C@H](C)CO)C[C@@H](C)[C@H](CN(C)Cc1ccc(Cl)c(Cl)c1)OCCCC[C@@H](C)O2
  A: -3; B: 1; C: nt; D: 37; E: -1[16.7 µM]; F: 7; G: 6
> N#Cc1cccc(-n2c(-c3ccccc3)nnc2-c2ccccc2)c1C#N
  A: 3; B: 6; C: 27; D: 0; E: -1; F: -4; G: 6
> C[C@@H]1CN([C@H](C)CO)C(=O)CCCn2nncc2CO[C@@H]1CN(C)S(C)(=O)=O
  A: -1&-4; B: 0&17; C: 2&-2; D: -3; E: -2; F: -1; G: -2&-1
> COC(=O)C1(S(=O)(=O)c2cccc3nsnc23)CC1
  A: 0; B: nt; C: 12; D: 1; E: 4; F: nt; G: -4
> CN1/C(=C/C=C(C#N)C#N)C(C)(C)c2ccccc21
  A: 1; B: 0; C: 2; D: 34; E: -2; F: 0; G: -6
> CC(C)(C)NS(=O)(=O)CC12CCC(CC1=O)C2(C)C (configuration not stated)
  A: -1; B: nt; C: -5; D: 0; E: 2; F: nt; G: -5

Quoted at random: five compounds from above, in no set order.
Key to letters – A = Cneo AK release; B = ERp5 block; C = Statin myotox sup; D = ARNT-TACC3 inh; E = miR-122 sensor; F = SIRT5 inh; G = esBAF inh
> CN(C(=O)CS(=O)(=O)c1cn(CC(=O)N2CCCC2)c2ccccc12)c1ccccc1
  A: -1; B: -2; C: 5; D: -11; E: nt; F: -1; G: 0
> N#Cc1cccc(-n2c(-c3ccccc3)nnc2-c2ccccc2)c1C#N
  A: 3; B: 6; C: 27; D: 0; E: -1; F: -4; G: 6
> Cc1sc(NC(=O)C2CSC3(C)CCC(=O)N23)nc1-c1ccccc1 (configuration not stated)
  A: 0; B: 3; C: -36; D: nt; E: -5; F: 4; G: 7
> O=C(Nc1nc(-c2nc3ccccc3s2)cs1)C1COc2ccccc2O1 (configuration not stated)
  A: 4; B: 7; C: -21; D: -9; E: 1; F: 0; G: 23
> Cc1noc(C)c1NC(=O)Nc1ccc2c(c1)C(=O)N([C@H](C)CO)C[C@@H](C)[C@H](CN(C)Cc1ccc(Cl)c(Cl)c1)OCCCC[C@@H](C)O2
  A: -3; B: 1; C: nt; D: 37; E: -1[16.7 µM]; F: 7; G: 6

Continuation:
Key to letters – A = Cneo AK release; B = ERp5 block; C = Statin myotox sup; D = ARNT-TACC3 inh; E = miR-122 sensor; F = SIRT5 inh; G = esBAF inh
> COc1ccc(C(=O)NNC(=O)CN2CCC(n3nnc4cc(C(F)(F)F)ccc43)CC2)cc1
  A: -1; B: -1; C: 10; D: 1; E: -4; F: 0; G: -2
> NC(=O)c1ncc(C(F)(F)F)cc1Oc1ccc(F)cc1
  A: 0; B: nt; C: 162*; D: -4; E: 1; F: nt; G: 0
> COc1ccc(C(=O)Nc2ccc(NC(=O)c3cccc(F)c3)cn2)cc1
  A: -1; B: 4; C: -1; D: -27; E: nt; F: -8; G: 2
> Cc1ccc(C)c(S(=O)(=O)N2CCCC2CNC(=O)C(=O)NC2CC2)c1 (configuration not stated)
  A: 7; B: 3; C: -3; D: 0; E: 3; F: -4; G: -4
> O=C(NCCc1c[nH]c2ccccc12)c1cnc2n(c1=O)CCS2
  A: 0; B: -5; C: 0; D: -5; E: -5; F: nt; G: -3
> O=C(Nc1ccc(F)cc1)N1CCCCN2[C@H](CO)[C@@H](c3ccc(-c4ccccc4F)cc3)[C@@H]2C1
  A: 2; B: -4; C: nt; D: 13; E: 10[16.7 µM]; F: 12; G: nt
> C[C@@H]1CN([C@H](C)CO)C(=O)Cc2cc(NS(=O)(=O)c3cccs3)ccc2O[C@H]1CN(C)Cc1ccc(C(F)(F)F)cc1
  A: 4; B: 4; C: 21; D: -2; E: 7[16.7 µM]; F: 9; G: 8
> Cc1nn(C)cc1NC(=O)C[C@@H]1CC[C@@H]2[C@H](COc3ccc(NC(=O)NC(C)C)cc3C(=O)N2C)O1
  A: -1; B: 7; C: -29; D: 0; E: 17[16.7 µM]; F: -5; G: -6
> CC1CC(C)CN(CCOc2ccc(Br)cc2)C1 (configuration not stated)
  A: nt; B: 8; C: nt; D: 25; E: nt; F: -2; G: nt
> Cc1occc1-c1nnc(SCC(=O)N(C)c2ccccc2)n1C
  A: 0; B: -4; C: 5; D: -3; E: nt; F: 2; G: nt
> C[C@@H]1CCCCO[C@H](CN(C)C(=O)NC2CCCCC2)[C@@H](C)CN([C@@H](C)CO)C(=O)c2cc(NC(=O)Nc3ccc(C(F)(F)F)cc3)ccc2O1
  A: 1; B: -5; C: nt; D: -1; E: -14[16.7 µM]; F: 2; G: -13
> O=C(N[C@H]1c2ccccc2C[C@H]1O)[C@H]1O[C@@H](n2ccc(=O)[nH]c2=O)[C@H](O)[C@@H]1O
  A: -1; B: -1; C: -3; D: nt; E: 0; F: -4; G: -6
> CSc1ncccc1C(=O)N1CCN(S(=O)(=O)c2ccccc2)CC1
  A: -1; B: 1; C: -14; D: -2; E: -5; F: -2; G: -1
> Cc1noc(C)c1S(=O)(=O)N(C)C[C@H]1OCCCC[C@@H](C)Oc2ccc(NS(=O)(=O)c3ccc(Cl)cc3)cc2C(=O)N([C@@H](C)CO)C[C@H]1C
  A: 2; B: 1; C: nt; D: -10; E: -5[16.7 µM]; F: 11; G: -12
> CN(Cc1nc(Cc2cccc(F)c2)no1)CC1CCOCC1
  A: nt; B: 3; C: nt; D: -1; E: nt; F: 13; G: nt
> Cc1cc(C)cc(OCC(O)CN2CCN(Cc3ccc4c(c3)OCO4)CC2)c1 (configuration not stated)
  A: nt; B: 6; C: nt; D: -4; E: 1; F: -4; G: nt
> Cc1ccc(C2(C)NC(=O)N(CC(=O)Nc3ccc4[nH]c(=O)[nH]c4c3)C2=O)cc1 (configuration not stated)
  A: nt; B: 0; C: nt; D: 19; E: nt; F: -1; G: nt
> Cc1cccc(S(=O)(=O)N2CCCCN3[C@@H](CO)[C@@H](c4ccc(C#CC(C)C)cc4)[C@@H]3C2)c1
  A: 0; B: -5; C: nt; D: 8; E: -1[16.7 µM]; F: 4; G: nt
> O=C(CSc1nnnn1-c1ccccc1)Nc1ncc2c(n1)CC(c1ccco1)CC2=O (configuration not stated)
  A: -2; B: nt; C: 3; D: -4; E: nt; F: nt; G: -1
> O=[N+]([O-])c1ccccc1/C=C/CN1CCCCC1CO (configuration not stated)
  A: -1; B: 4; C: 10; D: -8; E: nt; F: 0; G: 1
> CCOC(=O)c1nc(-c2ccc3c(c2)OCO3)[nH]c1C
  A: -6; B: -3; C: -4; D: 8; E: 7; F: -6; G: 30
> CO[C@@H]1CN(C)C(=O)c2cc(NS(C)(=O)=O)ccc2OC[C@H](C)N(C(=O)c2ccc3c(c2)OCO3)C[C@H]1C
  A: -2; B: -2; C: -17; D: -5; E: nt; F: nt; G: -6
> CC(Sc1nnc2c(n1)[nH]c1ccccc12)C(=O)NC1CCCCC1 (configuration not stated)
  A: 1; B: 3; C: 9; D: -1; E: -4; F: 2; G: 11
> CCOc1ccccc1-n1nnnc1SCC(=O)N1CCCC1=O
  A: -4; B: -31; C: 3; D: 0; E: 3; F: -1; G: -8
> Brc1cccc(-c2nnc(SCc3ccon3)n2-c2ccccc2)c1
  A: 0; B: -2; C: 6; D: -1; E: -4; F: 0; G: 2
> COc1ccc(-c2cc(NC=O)c3ncc(-c4cc(OC)c(OC)c(OC)c4)n3c2)cc1
  A: -1; B: -1; C: -58; D: nt; E: 59; F: -4; G: -3
> COC(=O)c1ccc(OC)c(CSc2nnc(COc3ccc(OC)cc3)o2)c1
  A: 0; B: nt; C: -2; D: 25; E: 5; F: nt; G: -6
> COc1ccc(C(=O)O)cc1S(=O)(=O)Nc1ccccc1C(=O)NCc1ccc2c(c1)OCO2
  A: -2; B: -1; C: 15; D: nt; E: -7; F: 6; G: -2
> COc1ccccc1CNC(=O)C[C@H]1CC[C@@H](NC(=O)CC2CC2)[C@@H](CO)O1
  A: -1; B: -1; C: -5; D: -12; E: nt; F: -1; G: 5
> CC(C)(C)NC(=O)C1CC(=O)OC12CCCCC2 (configuration not stated)
  A: 3; B: nt; C: 29; D: -7; E: nt; F: nt; G: -2
> O=C(CCS(=O)(=O)c1ccc(Br)cc1)NCc1cccs1
  A: -2; B: nt; C: 3; D: -6; E: 9; F: nt; G: -3
> O=S(=O)(N/N=C\c1c(F)cccc1Cl)c1ccc(Cl)cc1
  A: 5; B: nt; C: 7; D: -7; E: -1; F: nt; G: -4
> CCNC(=O)C[C@H]1C=C[C@H](NC(=O)C2CCC2)[C@H](CO)O1
  A: 60; B: -7; C: 0; D: -13; E: nt; F: 8; G: 0
> O=C(NC(=S)Nc1ccccc1N1CCOCC1)c1ccccc1F
  A: 3; B: 18; C: 7; D: 4; E: 6; F: -2; G: 2
> COc1cccc2sc3ccc(C#CC4(N)CCCCC4)cc3c(=O)c12
  A: 7; B: 3; C: -26; D: nt; E: nt; F: -2; G: 7
> Cc1cc(NC(=O)c2cc(-c3ccccc3)on2)n(-c2ccccc2)n1
  A: 6; B: nt; C: 13; D: -4; E: 6; F: nt; G: -5
> CCc1ccc(C(C)NC(=O)Cc2ccc(F)cc2)cc1 (configuration not stated)
  A: nt; B: -3; C: 13; D: 17; E: -21; F: -7; G: -6
> CCC(=O)Nc1c2c(nn1-c1ccc([N+](=O)[O-])cc1)CS(=O)(=O)C2
  A: 1; B: 5; C: -5; D: -10; E: 3; F: -5; G: -6
> CC(=O)Nc1ccc(N2C(=O)CC(N3CCSCC3)C2=O)cc1 (configuration not stated)
  A: nt; B: -9; C: 8; D: 6; E: 4; F: -4; G: 5
> CC1CCN(C(=O)CSc2ccc(-c3ccccc3)nn2)CC1
  A: nt; B: -1; C: nt; D: 5; E: nt; F: -6; G: nt
> C[C@H](CO)N1C[C@H](C)[C@H](CN(C)Cc2ccccn2)Oc2cc(C#C[C@@H](C)O)ccc2S1(=O)=O
  A: -1; B: 0; C: 3; D: 18; E: -4[16.7 µM]; F: 3; G: 1
> Cc1nn(C)cc1NC(=O)C[C@H]1CC[C@@H]2[C@H](COc3ccc(NC(=O)NC(C)C)cc3C(=O)N2C)O1
  A: 51; B: -4; C: -1; D: 5; E: 17[16.7 µM]; F: -2; G: -6
> CCS(=O)(=O)Nc1ccc(C2=NN(C(=O)c3ccco3)C(c3cccs3)C2)cc1 (configuration not stated)
  A: -1; B: -1; C: 2; D: 3; E: nt; F: -3; G: 8
> CCCNC(=O)C[C@@H]1CC[C@@H]2[C@H](COC[C@H](O)CN2C(=O)c2ccc(F)cc2)O1
  A: 0; B: 2; C: 9; D: 2; E: 1[16.7 µM]; F: 0; G: -4
